# KCNK3 block = human KCNK3 channel inhibitors, primary screen, CHO cells, FluxOR thallium flux, B-score; FluxOR fluorescence; hits give low values; B-score at 10 µM; actives 0.84% (n = 340,000);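 active = B-score under library mean minus 4 SD, starting fluorescence ratio at most library mean plus 5 SD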;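 note: more negative B-score means stronger inhibition of thallium flux through KCNK3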
# Dyrk1A ADPGlo = rat Dyrk1A kinase inhibitors, primary screen, biochemical, single point, plate reader; ADP-Glo luminescence, NFATc1 peptide; actives 0.43% (n = 310,000); Dual specificity tyrosine-phosphorylation-regulated kinase 1A (Rattus norvegicus), Q63470; inhibition, % at 12.5 µM; in the data active = inhibition above about 50%;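 note: plate controls were vehicle with enzyme for no effect and no enzyme for full effect; many of its hits are not listed in these tables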
# RGS4 pot = RGS4 potentiators or activators, primary screen, cell-based, HEK293 M3R inducible RGS4, calcium flux. carbachol calcium flux Fluo4; hits give low values. B-score at 10 µM. actives 0.92% (n = 310,000);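 active = B-score of the integrated calcium signal more than 4 SD below the library mean, with starting fluorescence not abnormally high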;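 note: negative B-score means reduced calcium response which marks RGS4 activation or potentiation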
#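 System – HEK293 FlpIn-TREx cells, stable M3R, doxycycline-inducible RGS4 · Reagent – ECmax carbachol challenge · Times – compound preincubation 20 min at room temperature before agonist · Technique – Fluo4 fluorescence kinetic imaging of calcium · Measure – B score of integrated Fluo4 ratio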
# KCNK9 inh = KCNK9 potassium channel inhibitors, primary screen, HEK293 cells, thallium flux | AID 488922, 2010 | B-score at 10 µM | FluxOR thallium flux fluorescence; hits give low values | actives 1.2% (n = 310,000) | Potassium channel subfamily K member 9 (Homo sapiens), Q9NPC2;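 active = ratio B-score over 3 SD below the library mean, with starting fluorescence within 5 SD of its mean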;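 note: negative B-score means less thallium flux so channel inhibition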
# KCNQ1 block = inhibitors of human KCNQ1 channel, primary screen, cell-based, thallium flux, high-throughput; Potassium voltage-gated channel subfamily KQT member 1 (Homo sapiens), P51787; CHO-K1 KCNQ1, FluxOR thallium flux fluorescence; hits give high values; B-score at 10 µM; actives 1.3% (n = 310,000);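 active = compounds whose thallium flux B-score, printed positive for inhibition, exceeds three library SD while starting fluorescence stays within three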;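 note: channel opened by potassium depolarization with thallium stimulus after 20 min compound exposure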
# Target sequence (P51787 whole entry, looked up): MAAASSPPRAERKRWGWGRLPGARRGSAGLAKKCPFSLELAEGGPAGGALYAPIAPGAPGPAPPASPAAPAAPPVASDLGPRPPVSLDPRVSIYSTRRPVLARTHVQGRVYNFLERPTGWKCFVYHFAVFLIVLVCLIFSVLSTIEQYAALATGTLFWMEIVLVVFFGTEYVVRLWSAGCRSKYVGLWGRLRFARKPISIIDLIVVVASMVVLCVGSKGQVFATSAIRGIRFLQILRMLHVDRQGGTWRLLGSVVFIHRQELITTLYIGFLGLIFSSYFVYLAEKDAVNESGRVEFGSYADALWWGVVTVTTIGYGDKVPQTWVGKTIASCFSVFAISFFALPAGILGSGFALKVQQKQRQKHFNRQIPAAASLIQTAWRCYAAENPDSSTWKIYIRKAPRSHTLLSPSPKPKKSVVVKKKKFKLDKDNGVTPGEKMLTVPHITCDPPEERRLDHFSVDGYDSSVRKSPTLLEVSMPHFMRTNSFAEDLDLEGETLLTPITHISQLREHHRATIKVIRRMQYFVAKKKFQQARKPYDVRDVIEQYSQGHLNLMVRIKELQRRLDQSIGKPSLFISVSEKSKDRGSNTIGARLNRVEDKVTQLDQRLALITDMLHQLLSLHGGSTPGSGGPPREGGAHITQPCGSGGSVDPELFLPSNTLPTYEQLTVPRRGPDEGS
# hERG protect = hERG rescue from dofetilide block, primary screen, cell-based, CHO-hERG, FluxOR thallium flux, dofetilide IC70 | Voltage-gated inwardly rectifying potassium channel KCNH2 (Homo sapiens), Q12809 | dofetilide IC70 present | actives 0.51% (n = 310,000) | activation (rescue from dofetilide block), less the hit threshold, % at 10 µM;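 active = activation above the mean of controls blocked by dofetilide plus 5 SD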;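 note: thallium influx through hERG after potassium depolarization seen as dye fluorescence rise; in these data hits start at about 4.7%; inactives centre near -7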
# GSK3beta inhib = human GSK3beta kinase inhibitors, primary screen, biochemical, cell-free homogeneous, HTS; Glycogen synthase kinase-3 beta (Homo sapiens), P49841; GST-GSK3beta kinase, ADP-Glo luminescence, 60 min; hits give low values; activity score (negative = inhibition), % at 10 µM; actives 0.038% (n = 300,000); AID 2097, 2009;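 active = more than half of replicate wells score below -50%, meaning over 50% inhibition versus plate controls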;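 note: 0% = median DMSO wells and -100% = median GW8510 positive control wells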
#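 Test system – GST-tagged human GSK3beta kinase, cell-free · Incubation – 60 min enzyme reaction, room temperature · Signal – ADP-Glo luminescence · Also added – peptide substrate and ATP at 25 µM · Controls – DMSO neutral wells and GW8510 at 20 µM as positive · Buffer or medium – Tris/MgCl2 kinase buffer · Measure – Luminescence-derived activity versus plate DMSO and GW8510 wells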
# KCNQ1 pot = potentiators or activators of KCNQ1 channel, primary screen, cell-based, thallium flux, high-throughput; Potassium voltage-gated channel subfamily KQT member 1 (Homo sapiens), P51787; B-score at 10 µM; CHO-K1 KCNQ1, thallium flux FluxOR fluorescence; hits give high values; actives 0.35% (n = 310,000); AID 2648, 2010;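 active = fluorescence ratio B-score, a plate-corrected score, at least three library SD, with initial intensity B-score within 5 SD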
#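 Medium – assay buffer, equal DMSO in all wells · Material – CHO-K1 cell line with stable KCNQ1 potassium channel expression · Signal – kinetic FluxOR thallium fluorescence, 10-s 1-Hz baseline, 110-s post-stimulus read · Compound – single concentration per compound, DMSO matched to controls · Schedule – 37 °C overnight plating, 90-min dark dye load, 20-min compound pretreatment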
# PolyA inhibitor = polyadenylation inhibitors in yeast reporter cells, primary screen, luminescence, S. cerevisiae; S. cerevisiae SKY197-pL101 polyadenylation reporter, beta-gal luminescence; efflux-impaired pdr1/pdr3 knockout yeast; score 100 = 6 SD above DMSO; calls only at 12 µM; actives 0.02% (n = 300,000);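 active = lowest replicate activity score at least 50, where 100 means six control SD above control mean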;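 note: yeast exposed to compound for 9 h at 30 °C; higher score means more reporter readthrough which indicates perturbed polyadenylation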
# GSK3A inh = blockers of GSK3A enzyme activity – biochemical, luminescence, cell-free homogeneous, HTS, primary screen | AID 2650, 2010 | GSK-3 alpha kinase, ADP-Glo luminescence, 60 min | inhibition, % at 10 µM | actives 0.1% (n = 320,000);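 in the data active = inhibition above about 50%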;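 note: GST-tagged GSK-3 alpha with peptide substrate and 25 µM ATP; 0% = DMSO neutral wells and 100% = GW8510 positive control wells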
# RGS4 block = RGS4 inhibitors, primary screen, cell-based, HEK293 M3R inducible RGS4, calcium flux | Fluo-4 calcium flux; hits give high values; triggered by carbachol at its EC20 | B-score at 10 µM | AID 463165, 2010 | actives 0.45% (n = 310,000);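 active = B-score, a plate-corrected calcium signal, over three deviations above library mean, with baseline fluorescence within five deviations of library mean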;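 note: RGS4 expression induced by doxycycline in cells with stable M3 receptor; B-score is computed from the integrated fluorescence ratio over baseline after carbachol; higher B-score means a larger calcium signal and so more RGS4 inhibition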
# Target sequence (P49798 whole entry, looked up): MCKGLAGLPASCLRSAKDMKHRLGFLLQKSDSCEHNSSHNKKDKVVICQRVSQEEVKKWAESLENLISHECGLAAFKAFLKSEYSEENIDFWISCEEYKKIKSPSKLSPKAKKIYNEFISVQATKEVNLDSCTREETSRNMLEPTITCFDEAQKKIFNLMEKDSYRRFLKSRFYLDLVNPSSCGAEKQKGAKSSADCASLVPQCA
# * = called active by the depositor; i = inactive; . = not tested or not shown. Not all compounds are listed; rates above refer to the full screens.
SMILES,KCNK3 block,Dyrk1A ADPGlo,RGS4 pot,KCNK9 inh,KCNQ1 block,hERG protect,GSK3beta inhib,KCNQ1 pot,PolyA inhibitor,GSK3A inh,RGS4 block
CC(C)CC(COCc1ccc(F)cc1)N1CCN(C(=O)c2cccc(C(F)(F)F)c2)CCC1=O (stereo not drawn),i,0.9,i,i,i,-11.6,-0.1,i,i,0.2,i
CN(C)c1ccc(CNCCC2CCOC(C)(C)C2)cc1 (stereo not drawn),.,.,i,i,i,-4.3,-0.5,i,i,-3.0,i
CC1C/C(=N/NC(=O)c2ccc(CSc3nc4ccccc4[nH]3)cc2)CC(C)(C)C1 (stereo not drawn),i,-9.5,i,i,i,-4.7,0.6,i,i,0.4,i
C=CCNc1nc(-c2ccc(OC)cc2OC)cs1,i,1.1,i,i,i,-8.5,-0.5,i,i,0.0,i
COc1ccc(CC(C(=O)Nc2cc(C)ccc2C)/C(N)=N/O)cc1 (stereo not drawn),i,5.9,i,i,i,-7.7,-1.5,i,i,2.9,i
CCc1nc2sc(C)c(C)c2c(=O)n1CCO,i,12.0,i,i,i,-4.9,-0.6,i,i,0.6,i
CCN(CC)S(=O)(=O)c1cc(C(=O)OCC(=O)NC2CCCc3ccccc32)ccc1C (stereo not drawn),i,5.1,i,i,i,-6.3,-0.1,i,i,-2.6,i
Cc1ccc(-c2nc(CN(CC3CCC3)CC3CCCO3)c(C)o2)s1 (stereo not drawn),i,-0.8,i,-7.14*,i,-6.7,1.0,i,i,-0.1,i
O=[N+]([O-])c1ccc(N2CCCC2)cc1NC1CC1,i,3.5,i,i,i,-2.8,0.9,i,i,9.4,i
COc1cccc(NC(=O)CNC(=O)N2CC(=O)Nc3ccccc32)c1,i,-4.8,i,i,i,-5.5,-0.3,i,i,-1.8,i
CSc1nnc(Cc2sc(-c3ccccc3)nc2-c2ccccc2)o1,i,0.8,i,-8.1*,i,-7.6,-0.3,i,i,-1.3,i
COc1ccc(CCNC(=O)Cn2c(=O)oc3cc(Cl)ccc32)cc1OC,i,1.3,i,i,i,-5.2,-1.0,i,i,-1.1,i
O=S1(=O)C=C(SCCN2CCCC2)c2ccccc21,i,-2.2,i,i,i,-4.2,0.3,i,i,-0.2,i
Cc1cc(C)c2c(n1)sc1c(=O)[nH]c(SCc3ccccc3)nc12,i,0.3,i,i,i,-2.6,-1.1,i,i,1.0,i
CCCN1CCN(CCCNC(=O)C2CCN(c3nnc(-n4cccc4)s3)CC2)CC1,i,10.4,i,i,i,-3.1,0.3,i,i,-2.0,i
Cc1cc(C)c(S(=O)(=O)N2CCN=C2c2ccccc2)cc1C,i,26.4,i,i,i,-20.7,3.4,i,i,0.2,i
Cc1n[nH]c(C)c1S(=O)(=O)N(CC(=O)Nc1ccc2c(c1)OCCO2)c1ccc(C(C)C)cc1,i,7.4,i,i,i,-7.9,2.1,i,i,-3.4,i
COc1ccc(S(=O)(=O)N2CCOCC2)cc1C(=O)Nc1nc2ccccc2s1,i,.,i,i,i,1.0,-1.6,i,i,-0.9,i
Cc1ccc(C(=O)Nc2ccccc2C(=O)NC(CC(=O)O)C(=O)O)cc1 (stereo not drawn),i,7.3,i,i,i,3.3,-1.2,i,i,-3.1,i
Cc1ccc(S(=O)(=O)NC(=O)NCC2CCN(S(=O)(=O)c3ccccc3)CC2)cc1,i,-1.3,i,i,i,2.3,-0.8,i,i,14.1,i
Cn1c(Oc2ccccc2NCc2cc(Br)ccc2O)cc(=O)n(C)c1=O,i,4.5,i,i,i,-15.9,-1.3,i,i,-0.3,i
Cc1cc(C)nc(NS(=O)(=O)c2ccc(NC(=O)CCC(=O)O)cc2)n1,i,-8.4,i,i,i,-2.8,-0.4,i,i,-2.4,i
CCOc1cc(N2CCOCC2)c(OCC)cc1NC(=O)c1ccc(-n2ccnc2)c([N+](=O)[O-])c1,i,-7.1,i,i,i,-8.4,1.9,i,.,-1.2,i
COc1cccc(C(c2c(C)[nH]n(-c3ccccc3)c2=O)c2c(C)[nH]n(-c3ccccc3)c2=O)c1O,i,4.9,i,i,i,-7.6,0.2,i,i,7.1,i
O=C(Nc1cccc2c1CCCC2)c1ccco1,i,-0.7,i,i,i,-10.9,-0.3,i,i,-1.5,i
Cn1nnnc1SCC1=C(C(=O)O)N2C(=O)C(NC(=O)C3CC3c3ccccc3)C2SC1 (stereo not drawn),i,-1.0,i,i,i,-6.9,-1.4,i,i,-3.3,i
COc1cc(C(=O)Oc2cccnc2)cc(OC)c1OC,i,-3.0,i,i,i,-3.0,-1.3,i,i,-1.7,i
FC(F)(F)c1ccc(C2[C@H]3CN(Cc4ccc(-c5ccccc5)cc4)[C@H](c4ccccc4)C34CC2(c2ccccc2)C4)cc1 (stereo partly drawn),.,.,i,i,i,-6.2,1.5,i,i,-0.7,i
Cc1ccc(CNC(=O)C2CCCN(c3nn4c(=O)cc(C)nc4s3)C2)cc1 (stereo not drawn),i,-2.7,i,i,i,-18.8,1.2,i,i,1.8,i
CCCN1CCC(N(CCc2ccccc2)Cc2ccccc2)CC1,i,1.6,i,i,i,-6.7,1.0,i,i,-2.3,i
CCOc1ccc(CCNC(=O)c2nnn(CC(=O)Nc3ccc(OC)cc3)c2N)cc1OCC,i,-2.0,i,i,i,-2.9,.,i,i,-1.1,i
Cc1nn(Cc2ccccc2)c(C)c1/C=N/NC(=O)CNc1cccc(C(F)(F)F)c1,i,-2.3,i,i,i,-3.7,-1.9,i,i,-1.6,i
COc1cc(/C=C2/C(=O)N(c3ccc(C(=O)O)cc3)N=C2C)cc(OC)c1O,i,3.6,i,i,i,-11.8,-7.6,i,i,4.9,i
O=C(CN(c1ccccc1)S(=O)(=O)c1ccc(F)cc1)N1CCCCCC1,i,5.6,i,i,i,-10.9,1.5,i,i,0.7,i
CC(CCc1ccccc1)NC(=O)C1CC1 (stereo not drawn),i,.,i,i,i,-3.9,1.3,i,i,-0.9,i
CCN(CC(=O)Nc1ccc(NC(C)=O)cc1)C(=O)Cc1ccc(S(=O)(=O)N2CCOCC2)s1,i,3.8,i,i,i,-14.8,2.4,i,i,0.1,i
COc1cc(OC)cc(C(=O)NCC(=O)OCC(=O)C(C)(C)C)c1,i,4.6,i,i,i,-3.0,0.9,i,i,-3.0,i
Cc1cc(C)cc(OCC(=O)OCC(=O)N2CCc3ccccc32)c1,i,-6.4,i,i,i,-12.3,-2.0,i,i,0.8,i
COc1ccc(NC(=O)CSc2nc(N)c(C(=O)Nc3ccc(N(C)C)cc3)s2)cc1,i,-2.4,.,.,.,.,4.4,.,i,0.9,.
C=CCSc1nc(N)c(C#N)c(-c2ccc(C)cc2)c1C#N,i,.,i,i,i,-10.2,2.9,i,i,-1.1,i
O=C(Cn1nc(-c2ccco2)ccc1=O)Nc1cc(Cl)ccc1Cl,i,-2.8,i,i,i,-3.5,2.9,i,i,1.7,i
CC(C)(C)C(=O)Nc1nnc(SCC(=O)Nc2ccc3c(c2)OCO3)s1,i,-1.2,i,i,i,-6.2,-1.9,i,i,0.5,i
O=C1C2C3C=CC(C3)C2C(=O)N1Cc1ccccc1 (stereo not drawn),i,-0.6,i,i,i,-2.4,4.6,i,i,-0.7,i
FC(F)(F)C(Oc1nc(NC2CCCCC2)nc(N2CCOCC2)n1)C(F)(F)F,i,-8.0,i,i,i,-7.7,1.9,i,i,-0.9,i
N#Cc1c(N)n(CCNC(=O)c2ccccc2)c2nc3ccccc3nc12,i,-6.0,i,i,i,-4.0,2.3,i,i,12.1,i
CCOC(=O)c1[nH]c2ccc(C)cc2c1N=C(C)N(C)C,i,5.8,i,i,i,-1.3,4.5,i,i,0.2,i
Cc1cc(NC(=O)c2cc(CC(C)C)on2)n(-c2ccccc2)n1,i,-2.9,i,i,i,-8.1,5.0,i,i,-0.1,i
Cc1cc(C)nc(SCc2ccc(C(=O)N/N=C/c3ccccc3C(=O)O)cc2)n1,i,-4.5,i,i,i,-3.0,-3.1,i,i,-3.2,i
COc1ccc(CC(=O)Nc2cccc(-c3nnc(-c4ccc(C)cc4)o3)c2)cc1OC,i,1.7,-10.1*,i,i,-2.0,4.4,i,i,-0.6,i
Cc1nc(C(=O)NNC(=O)c2ccccc2Cl)c(C(F)(F)F)o1,i,.,i,i,i,-5.8,3.5,i,i,1.4,i
O=C(Nc1ccc(Cl)cn1)C1CCN(S(=O)(=O)c2cccs2)CC1,i,-0.8,i,i,i,-20.0,0.7,i,i,-1.8,i
O=C(CSCc1ccc(Br)cc1)Nc1ccc(S(=O)(=O)N2CCCCCC2)cc1,i,0.7,i,i,i,-7.8,-2.1,i,i,-1.9,i

# 2 of these compounds in a different format.
structure: COc1ccc(CCNC(=O)Cn2c(=O)oc3cc(Cl)ccc32)cc1OC
  KCNK3 block: i | Dyrk1A ADPGlo: 1.3 | RGS4 pot: i | KCNK9 inh: i | KCNQ1 block: i | hERG protect: -5.2 | GSK3beta inhib: -1.0 | KCNQ1 pot: i | PolyA inhibitor: i | GSK3A inh: -1.1 | RGS4 block: i
structure: O=S1(=O)C=C(SCCN2CCCC2)c2ccccc21
  KCNK3 block: i | Dyrk1A ADPGlo: -2.2 | RGS4 pot: i | KCNK9 inh: i | KCNQ1 block: i | hERG protect: -4.2 | GSK3beta inhib: 0.3 | KCNQ1 pot: i | PolyA inhibitor: i | GSK3A inh: -0.2 | RGS4 block: i

# High-throughput results (PubChem BioAssay)
